Screens deposited in PubChem by several laboratories.
SIAH1 antagonists = Siah-1 peptide-binding antagonists, primary screen, biochemical, fluorescence polarization, rhodamine-plectin, uHTS (AID 1817); E3 ubiquitin-protein ligase SIAH1 (Homo sapiens); Siah-1 / rhodamine-plectin peptide fluorescence polarization; higher % means a stronger effect; displacement, % at 20 µM; hits with a dose series show IC50 in µM; 290,000 compounds, 0.02% hits;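 active = displacement of at least 50% at 20 µM, with a fluorescence ratio check between 0.3 and a set limit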;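 note: plate controls were Siah plus tracer with DMSO for no effect and tracer alone without Siah for full effect; strong numbers were not always called active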
XIAP antagonists = XIAP antagonists, biochemical, IAP family, fluorescence polarization (AID 1018) | 200,000 compounds, 0.007% hits | displacement, % at 20 µM; hits with a dose series show IC50 in µM | E3 ubiquitin-protein ligase XIAP (Homo sapiens) | XIAP BIR domain, fluorescence polarization peptide displacement; higher % means a stronger effect; in the data active = displacement above about 50%; note: a part of the inactive calls stands beside numbers as strong as those of hits
Yfh1-off respiration = enhancers of respiration in Yfh1-depleted yeast, dose response, Friedreich's ataxia, plus single-dose screen (AID 1465) | S. cerevisiae Yfh1-off respiration, WST-1 reduction, 72 h; higher fold induction means a stronger effect | fold induction at 50 µM; hits with a dose series show EC50 in µM | 220,000 compounds, 0.074% hits;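 active = fold induction of absorbance versus untreated yeast above a set limit, then at least 30% activation at any dose in follow-up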;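 note: activators that raise dye reduction in frataxin-depleted yeast; strong numbers were not always called active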
ER stress rescue = rescue of cells from ER stress-induced death, primary screen, 384-well, CSM14.1, thapsigargin, ATP luminescence (AID 1222). one-dose cellular ATP content (survival), % at 20 µM; EC50 in µM for titrated hits. CSM14.1 thapsigargin-induced death rescue, ATP luminescence; higher % means a stronger effect. 190,000 tested, under 10 active;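 active = EC50 below 50 µM in the dose-response confirmation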;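 note: death triggered by thapsigargin at about 15 µM added after 2 h compound pretreatment; cell ATP read after overnight thapsigargin exposure of roughly 18 to 22 hours; normalized against plate controls of thapsigargin alone and 5% DMSO vehicle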
P. falciparum M17LAP = P. falciparum M17LAP inhibitors, primary screen, biochemical, fluorogenic H-Leu-NHMec substrate, 1536-well (AID 1619); recombinant M17LAP, H-Leu-NHMec fluorogenic kinetic assay; higher % means a stronger effect; inhibition, % at 30 µM, or IC50 in µM where a hit was titrated; Leucine aminopeptidase (Plasmodium falciparum (isolate 3D7)); 220,000 compounds, 0.38% hits;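 active = compound inhibiting the enzyme by more than half at any dose during confirmatory dose-response retesting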;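 note: plate controls were full reaction with DMSO carrier for no effect and no enzyme background for full effect; strong numbers were not always called active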
PMI inhibition = human PMI inhibitors, high substrate, primary screen, biochemical, fluorescence intensity, high mannose 6-phosphate (AID 1220); Mannose-6-phosphate isomerase (Homo sapiens); recombinant PMI enzyme, coupled fluorescence intensity; higher % means a stronger effect; inhibition, % at 20 µM; hits with a dose series show IC50 in µM; 190,000 compounds, 0.66% hits; in the data active = inhibition above about 50%
P. falciparum M1AAP = P. falciparum M1AAP inhibitors, biochemical, fluorogenic H-Leu-NHMec substrate, 1536-well (AID 1445); Aminopeptidase N (Plasmodium falciparum (isolate 3D7)); inhibition, % at 30 µM, or IC50 in µM where a hit was titrated; 220,000 compounds, 0.42% hits; recombinant M1AAP, H-Leu-NHMec fluorogenic kinetic assay; higher % means a stronger effect;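 active = primary inhibition above the hit cutoff, then over 50% inhibition at one or more dose response concentrations, cut at about 23% in these data, passing the limit was not always enough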;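 note: plate controls were DMSO full reaction for no effect and no enzyme background for full effect; strong numbers were not always called active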
West Nile antiviral = West Nile virus antiviral activity, cell-based, CPE readout (AID 1621) | 290,000 compounds, 0.02% hits | West Nile virus-infected cells, CPE inhibition; higher % means a stronger effect | CPE inhibition, % at 10 µM, or IC50 in µM where a hit was titrated; in the data active = a potency from the dose series; note: strong numbers were not always called active
Salmonella PhoP GFP = inhibitors of PhoP regulon expression, primary screen, Salmonella Typhimurium, GFP reporter (AID 1863); S. Typhimurium PhoP-regulated promoter GFP reporter, 4 h; higher % means a stronger effect; inhibition, % at 50 µM, or IC50 in µM where a hit was titrated; 300,000 compounds, 0.16% hits;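 active = inhibition over 29.93%, a cutoff 3 SD above the screen mean, later confirmed by dose response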;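 note: 0% = low Mg2+ inducing control and 100% = high Mg2+ repressing control; strong numbers were not always called active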
Numbers without * were called inactive; i = inactive; . = no result given.

SMILES	Salmonella PhoP GFP	P. falciparum M17LAP	XIAP antagonists	Yfh1-off respiration	SIAH1 antagonists	West Nile antiviral	ER stress rescue	PMI inhibition	P. falciparum M1AAP
COc1cccc(C(=O)Nc2cc3c(cc2C(C)=O)OCCO3)c1	4.8%	2.5%	-1.8%	i	5.9%	-0.7%	-0.8%	10.5%	0.5%
CCC1SC(=NC(=O)c2ccc(Cl)c(Cl)c2)NC1=O (stereo unspecified)	-0.1%	20.7%	-2.9%	i	-0.3%	-0.3%	-5.2%	-10.9%	-7.0%
COc1ccc(-c2cc(C(F)(F)F)n3nc(C(=O)O)nc3n2)cc1	8.6%	42.7%	-8.8%	.	2.7%	.	2.9%	-12.5%	10.6%
COC(=O)c1ccc(C(=O)OC)c(NC(=S)N2CCOCC2)c1	2.7%	-11.4%	-3.0%	i	2.9%	-0.1%	-0.3%	9.4%	1.1%
O=S(=O)(c1ccc(Cl)cc1)N1CCN(S(=O)(=O)N2CCCCCC2)CC1	-0.2%	1.3%	-8.3%	i	2.5%	-0.3%	-0.8%	-4.5%	0.5%
CSc1nc(C)c(CCO)c(=O)[nH]1	-4.7%	-4.7%	-5.6%	i	1.9%	0.2%	.	-4.4%	-5.4%
O=C(CCSc1nnc2scc(-c3ccccc3)n12)NCc1ccc2c(c1)OCO2	19.2%	-6.7%	-3.3%	i	-4.3%	0.1%	-0.4%	14.6%	-0.1%
O=C(Nc1ccc2c(c1)C(=O)N(CC1CCCO1)C2=O)c1ccc(Cl)c(Cl)c1 (stereo unspecified)	-12.7%	-8.9%	-6.2%	.	-2.0%	.	-2.1%	1.5%	2.7%
CNCCOc1ccccc1C(C)(C)C	19.9%	13.0%	0.7%	i	3.2%	-0.9%	-1.7%	5.5%	-1.3%
CCC(Oc1ccccc1)C(=O)NC1CCSC1=O (stereo unspecified)	3.5%	7.0%	-3.8%	i	1.9%	-0.2%	-0.6%	.	0.6%
NC(=O)C(=O)N/N=C/c1c(F)c(F)c(F)c(F)c1F	-3.1%	11.0%	-1.5%	i	2.4%	-0.3%	0.4%	4.4%	13.6%
Cc1nn(C)c(C)c1NC(=O)CSc1nc(C2CC2)nc2c1cnn2-c1ccccc1	-3.4%	1.6%	-0.4%	i	0.4%	-1.0%	-1.2%	-1.8%	-10.7%
CCOC1(/N=C(\C)NS(=O)(=O)c2ccc(Cl)cc2)C(C)=CC(=O)C=C1C	0.0%	-6.3%	-10.3%	i	4.4%	-0.3%	1.0%	34.2%	2.4%
COc1ccc(OC)c(S(=O)(=O)Nc2ccc(OCC(=O)O)cc2)c1	2.7%	4.0%	-12.6%	i	2.3%	0.3%	-0.5%	-2.9%	6.8%
Fc1ccccc1CSc1nc2ncccc2[nH]1	5.5%	0.8%	-6.1%	i	-3.7%	0.3%	.	11.3%	-5.3%

Next structures.
SMILES	Salmonella PhoP GFP	P. falciparum M17LAP	XIAP antagonists	Yfh1-off respiration	SIAH1 antagonists	West Nile antiviral	ER stress rescue	PMI inhibition	P. falciparum M1AAP
Cc1ccc(-c2cc(C(=O)NCc3ccccn3)no2)cc1	16.6%	8.3%	-6.7%	i	-0.5%	-0.1%	.	-13.0%	-4.7%
Cc1cc(N2C(=O)CC(Cc3ccc(Cl)cc3)C2=O)no1 (stereo unspecified)	-3.8%	-6.3%	-3.3%	i	-1.0%	0.3%	-0.5%	-5.3%	-1.4%
CCCc1nnc(NC(=O)CCC(=O)N2CCN(c3ccccn3)CC2)s1	0.3%	11.4%	-1.9%	i	-1.5%	0.0%	-1.1%	0.6%	-2.2%
Cc1cc(N2CCN(Cc3cn(C)nc3-c3ccccc3F)CC2)cc(C)n1	-4.6%	3.6%	-3.1%	i	-1.5%	-1.1%	-1.8%	-5.5%	2.7%
S=C1NCCOCCOCCOCCOCCNC(=S)NCCOCCOCCOCCOCCN1	3.5%	2.0%	-4.2%	i	1.7%	0.3%	0.0%	-12.3%	8.4%
COc1ccccc1NC(=S)N(CCCN(C)C)Cc1cc2cc3c(cc2[nH]c1=O)OCO3	5.8%	7.2%	-4.5%	i	-0.7%	-0.3%	-1.1%	6.3%	8.5%
O=C(NCc1ccco1)C1(c2ccc(Cl)cc2)CCCC1	3.0%	-4.0%	-2.6%	i	1.3%	0.6%	-0.7%	-3.3%	0.9%
Cc1cc(N2C(=O)C(=O)/C(=C(/O)c3ccc(F)cc3)C2c2ccc(Cl)cc2)no1 (stereo unspecified)	-1.1%	25.5%	-1.8%	i	4.9%	0.3%	-1.2%	-11.3%	15.2%
CCC(=O)Nc1nnc(CCc2ccccc2)s1	-2.2%	-6.2%	-4.5%	i	-3.0%	0.3%	-1.0%	3.4%	1.9%
COc1ccc(-n2c(SCC(=O)Nc3ccc(Br)cc3)nc(O)cc2=O)cc1	-2.8%	10.2%	.	i	1.6%	-0.1%	.	.	7.0%
CSc1nc2c(c(=O)n1C)SC(C)C2 (stereo unspecified)	8.2%	16.1%	-5.1%	i	1.3%	-0.1%	-2.5%	4.1%	1.3%
CCOc1cc(/C=C2/C(=N)N3OC(C)=CC3=NC2=O)ccc1OC	2.6%	0.1%	-6.5%	i	5.3%	0.1%	0.9%	2.7%	1.4%
COc1ccc(C)cc1NC(=O)Nc1ccccc1	-9.1%	12.6%	-4.1%	i	1.7%	-0.5%	-1.3%	-0.3%	10.9%
COCCNCc1ccc(Cl)cc1Cl	1.4%	13.4%	-4.8%	i	-4.1%	-0.4%	1.6%	7.0%	6.4%
COc1ccccc1OCCN(C#N)c1nc(N(C)C)nc(N(C)C)n1	-1.8%	-5.7%	-4.7%	i	6.5%	-0.9%	-0.3%	-14.2%	-1.1%

In a second layout: results already given.
> COc1ccc(-n2c(SCC(=O)Nc3ccc(Br)cc3)nc(O)cc2=O)cc1
  Salmonella PhoP GFP: -2.8% | P. falciparum M17LAP: 10.2% | XIAP antagonists: . | Yfh1-off respiration: i | SIAH1 antagonists: 1.6% | West Nile antiviral: -0.1% | ER stress rescue: . | PMI inhibition: . | P. falciparum M1AAP: 7.0%

> CSc1nc2c(c(=O)n1C)SC(C)C2 (stereo unspecified)
  Salmonella PhoP GFP: 8.2% | P. falciparum M17LAP: 16.1% | XIAP antagonists: -5.1% | Yfh1-off respiration: i | SIAH1 antagonists: 1.3% | West Nile antiviral: -0.1% | ER stress rescue: -2.5% | PMI inhibition: 4.1% | P. falciparum M1AAP: 1.3%

(listing goes on)
SMILES	Salmonella PhoP GFP	P. falciparum M17LAP	XIAP antagonists	Yfh1-off respiration	SIAH1 antagonists	West Nile antiviral	ER stress rescue	PMI inhibition	P. falciparum M1AAP
Cc1nc2c(c3c1[nH]c1ccccc13)C(=O)CC(C)(C)C2	13.6%	-4.7%	-6.2%	i	0.2%	0.6%	-1.3%	14.8%	3.0%
COc1ccc([N+](=O)[O-])cc1N/C(=N/S(=O)(=O)c1ccccc1)c1ccccc1	0.8%	7.0%	-3.4%	i	0.8%	0.1%	3.0%	20.3%	12.7%
NC(=O)[C@@H]1CC2(CC(c3cccc(NC(=O)CC(c4ccccc4)c4ccccc4)c3)=NO2)CN1C(=O)COc1ccc(Cl)cc1 (stereo partly specified)	-2.5%	5.4%	.	i	-5.8%	0.8%	.	.	8.6%
Cc1ccc(C(=O)N/C(=C/c2ccco2)C(=O)NCCCn2ccnc2)cc1	-11.0%	25.0%	0.8%	i	-6.6%	0.8%	-2.7%	-1.2%	17.0%
COc1ccc(CNC(=O)c2ccc(NC(=O)CC3SC(N4CCCC4)=NC3=O)cc2)cc1 (stereo unspecified)	-2.0%	6.3%	-4.7%	i	-1.2%	0.2%	4.1%	10.2%	-1.3%
COc1ccc(C2C(C(=O)Nc3cccnc3)=C(C)Nc3nc(-c4cccs4)nn32)cc1 (stereo unspecified)	0.2%	-8.8%	-8.9%	i	5.1%	-0.1%	-0.5%	-2.7%	0.8%
CCC(C)(C)C1CCc2[nH]nc(C(=O)NN)c2C1 (stereo unspecified)	-2.8%	-5.9%	.	i	0.9%	0.2%	.	.	-0.8%
O=C(O)c1cccc(NC(=S)N/N=C/c2ccccc2OCc2ccc(Br)cc2)c1	-6.3%	13.3µM*	-4.2%	i	38.7%	0.8%	0.7%	-5.0%	22.8%
COC(=O)c1cc(-c2cccc(OC)c2)on1	15.7%	-4.3%	-1.0%	.	0.1%	.	-1.7%	3.0%	-1.2%
Cn1c(SCC(=O)NCc2ccco2)nc2ccccc2c1=O	-6.6%	13.5%	-0.8%	i	-3.0%	0.3%	0.4%	-6.2%	10.7%
O=C1C2C3CCCC3=C3CCCC3C2C(=O)N1c1ccccc1 (stereo unspecified)	-22.2%	19.3%	-0.5%	i	-1.1%	0.1%	-0.6%	3.0%	9.7%
O=C(CN1C(=O)CSC1=O)N1CCCCC1	3.8%	3.3%	-1.4%	i	4.9%	-0.1%	-1.2%	5.1%	-0.7%
CCOC(=O)N1CCN(c2nc(-c3ccc(Cl)cc3)cs2)CC1	10.2%	-1.8%	-0.2%	i	-10.0%	-1.6%	.	3.2%	11.1%
COc1ccccc1-n1cnc2cc(NC(C)=O)ccc21	-5.6%	0.2%	4.3%	i	3.7%	0.6%	3.8%	-5.3%	0.4%
O=C(Nc1ccc2oc(-c3ccncc3)nc2c1)c1ccc2c(c1)OCO2	1.1%	3.1%	.	i	25.5%	-0.3%	.	.	1.0%
CCN(Cc1nc2cc(OC)c(OC)cc2c(=O)[nH]1)C(=O)c1ccc(S(=O)(=O)N(C)C)cc1	0.9%	-0.9%	-4.1%	i	0.8%	0.5%	0.6%	4.8%	-2.8%
Cc1cccc(-n2c(SCC(=O)N3CC(=O)Nc4ccccc43)nc3ccccc3c2=O)c1	0.5%	-2.0%	-4.6%	i	0.9%	-0.5%	-0.3%	2.6%	17.9%

A draw from above in order of length of the SMILES, lowest first:
SMILES	Salmonella PhoP GFP	P. falciparum M17LAP	XIAP antagonists	Yfh1-off respiration	SIAH1 antagonists	West Nile antiviral	ER stress rescue	PMI inhibition	P. falciparum M1AAP
CNCCOc1ccccc1C(C)(C)C	19.9%	13.0%	0.7%	i	3.2%	-0.9%	-1.7%	5.5%	-1.3%
COc1ccc(C)cc1NC(=O)Nc1ccccc1	-9.1%	12.6%	-4.1%	i	1.7%	-0.5%	-1.3%	-0.3%	10.9%
COc1ccccc1-n1cnc2cc(NC(C)=O)ccc21	-5.6%	0.2%	4.3%	i	3.7%	0.6%	3.8%	-5.3%	0.4%
Cn1c(SCC(=O)NCc2ccco2)nc2ccccc2c1=O	-6.6%	13.5%	-0.8%	i	-3.0%	0.3%	0.4%	-6.2%	10.7%
Cc1nc2c(c3c1[nH]c1ccccc13)C(=O)CC(C)(C)C2	13.6%	-4.7%	-6.2%	i	0.2%	0.6%	-1.3%	14.8%	3.0%
CCOC1(/N=C(\C)NS(=O)(=O)c2ccc(Cl)cc2)C(C)=CC(=O)C=C1C	0.0%	-6.3%	-10.3%	i	4.4%	-0.3%	1.0%	34.2%	2.4%
